GSK3B inh – human GSK3beta kinase inhibition | activity score (negative = inhibition), % at 10 µM | GST-GSK3beta kinase, ADP-Glo luminescence, 60 min; stronger effect = lower value | P49841 | 300,000 tested, 0.038% active;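 active = more than half of replicate wells score below -50%, meaning over 50% inhibition versus plate controls; inconclusive = some replicates but at most half score below -50%; inactive = no replicate scores below -50%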;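 also: 0% = median DMSO wells and -100% = median GW8510 positive control wells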
Target sequence (P49841 whole entry, looked up): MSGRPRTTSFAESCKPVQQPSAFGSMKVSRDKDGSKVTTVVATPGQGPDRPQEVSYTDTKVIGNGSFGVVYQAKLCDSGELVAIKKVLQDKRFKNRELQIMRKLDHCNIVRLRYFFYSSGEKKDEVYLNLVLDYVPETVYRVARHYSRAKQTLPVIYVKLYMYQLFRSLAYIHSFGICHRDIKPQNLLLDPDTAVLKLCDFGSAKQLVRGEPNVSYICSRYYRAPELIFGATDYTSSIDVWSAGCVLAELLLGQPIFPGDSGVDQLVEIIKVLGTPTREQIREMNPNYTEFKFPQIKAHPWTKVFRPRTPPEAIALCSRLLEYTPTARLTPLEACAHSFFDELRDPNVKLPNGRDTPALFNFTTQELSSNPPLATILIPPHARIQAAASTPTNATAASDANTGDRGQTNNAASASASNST
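Test system: GST-tagged human GSK3beta kinase, cell-free; evaluation: activity score scaled between in-plate DMSO and GW8510 controls; measured by: ADP-Glo luminescence; incubation: 60 min reaction, RT; benchmarks: DMSO and 20 µM GW8510; reagent: peptide substrate plus 25 µM ATP (final); medium: Tris/MgCl2 kinase buffer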
KLF5 inh – suppresses KLF5 promoter-driven expression | DLD-1 KLF5 promoter-luciferase reporter, luminescence | inhibition, % at 5 µM | 290,000 tested, 0.23% active | AID 1700;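 active = inhibition above a per-plate limit of that plate's mean compound inhibition plus 3 SD, cut at about 60% in these data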;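 also: 0% = DMSO wells and 100% = LY294002 at 200 µM; higher means less KLF5 promoter-driven luciferase light; inactives centre near -14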
HSF1 inhib – HSF1 inhibition; NIH3T3-HGL HSE-luciferase, MG132-induced, luminescence 8 h; stronger effect = lower value; activity change, negative = inhibition, % at 7.5 µM (by protocol); 300,000 tested, 0.77% active;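 active = more than half of replicate wells show activity change below -50%, luminescence cut by over half; inconclusive = some wells, but at most half, below -50%; inactive = no replicate well below -50%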;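 also: luciferase reports HSF-1 transcriptional activity via heat shock element; 0% = median of DMSO wells and -100% = zero luminescence signal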
GSK3 alpha inh – human GSK-3 alpha kinase inhibition; P49840; ADP-Glo luminescence, 60 min; inhibition, % at 10 µM; 320,000 tested, 0.1% active;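 in the data active = inhibition above about 50%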;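 also: GST-tagged GSK-3 alpha with peptide substrate and 25 µM ATP; 0% = DMSO neutral wells and 100% = GW8510 positive control wells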
Target sequence (P49840 whole entry, looked up): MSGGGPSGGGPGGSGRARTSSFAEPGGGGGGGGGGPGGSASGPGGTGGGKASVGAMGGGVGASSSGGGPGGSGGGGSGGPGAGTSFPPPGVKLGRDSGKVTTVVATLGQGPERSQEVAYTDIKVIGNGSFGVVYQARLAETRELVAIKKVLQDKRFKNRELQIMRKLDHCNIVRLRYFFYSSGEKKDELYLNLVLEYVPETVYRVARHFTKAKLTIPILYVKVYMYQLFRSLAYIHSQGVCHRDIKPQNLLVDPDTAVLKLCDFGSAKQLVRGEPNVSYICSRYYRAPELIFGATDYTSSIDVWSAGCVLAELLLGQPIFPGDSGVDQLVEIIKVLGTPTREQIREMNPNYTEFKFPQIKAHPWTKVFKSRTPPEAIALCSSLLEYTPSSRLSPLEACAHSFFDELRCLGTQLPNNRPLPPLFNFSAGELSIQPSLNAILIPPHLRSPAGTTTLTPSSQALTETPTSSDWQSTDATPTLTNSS
aSyn 5UTR inh – 5' untranslated region of α-synuclein, MLPCN primary screen; AID 1813; inhibition, % (tested at 7.5 µM); alpha-synuclein 5'UTR reporter, inhibitor activity; 300,000 tested, 0.82% active; in the data active = inhibition above about 60%; inconclusive = no clear call, values can overlap the other calls;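 also: H4 neuroglioblastoma cells stably carrying SNCA 5'UTR luciferase fusion; 0% = DMSO wells and 100% = positive control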
AI-2 QS mod – Vibrio harveyi AI-2 quorum sensing modulation. Vibrio harveyi JMH597 AI-2 luminescence/OD600 ratio, 9 h; stronger effect = lower value; strain lacks LuxN and CqsS sensors; 0 = neutral-control median. activity change, % at 7.5 µM. 300,000 tested, 0.4% active; in the data active = activity change below about -75%, passing the limit was not always enough; inconclusive = no clear call, values can overlap the other calls;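 also: luminescence divided by OD600 gain over 9 h not by final OD600 alone; inactives centre near 13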
HSP90 refold inh – blocks HSP90-mediated luciferase refolding in reticulocyte lysate | Rabbit reticulocyte lysate, luciferase refolding luminescence, 3 h | inhibition, % at 5.6 µM | 290,000 tested, 0.91% active;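 active = inhibition above the screen-wide mean plus 3 SD, computed separately per campaign, cut at about 16% in these data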;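 also: 0% = DMSO wells and 100% = 60 µM geldanamycin wells; inhibitors lower the luminescence because luciferase stays unfolded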
HSF-1 act – increases HSF-1 driven luciferase reporter signal; NIH3T3-HGL HSF-1 luciferase reporter, MG132, 8 h; 100% = twice DMSO control signal; activation, % at 9 µM; 300,000 tested, 1.7% active;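 active = mean replicate activation of at least 50% with a set share of replicates each reaching 50%; inconclusive = only one of those two conditions met; inactive = mean below 50% and too few replicates reaching it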;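 also: 0% = median of the neutral control wells and 100% = twice that signal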
PolyA inh – yeast polyadenylation inhibition. 300,000 tested, 0.02% active. calls only at 12 µM. S. cerevisiae SKY197-pL101 polyadenylation reporter, beta-gal luminescence; efflux-impaired pdr1/pdr3 knockout yeast; score 100 = 6 SD above DMSO;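 active = lowest replicate activity score at least 50, where 100 means six control SD above control mean; inconclusive = lowest score under 50 but half or more replicates reach 50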;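 also: yeast exposed to compound for 9 h at 30 °C; higher score means more reporter readthrough which indicates perturbed polyadenylation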
IEC-6 tox – IEC-6 cytotoxicity, counter-screen for KLF5 inhibitors; luminescence viability; inhibition, % at 5 µM; 290,000 tested, 0.78% active; AID 1825; in the data active = inhibition above about 22%;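 also: 0% = plate median of test compound wells and 100% = cytotoxic reference compound wells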
Numbers without * were called inactive; i = inactive; ? = inconclusive; . = no result given.

(1) COc1cccc(CNC(=O)CCC2CCCN(C(=O)c3ccc(C)nc3)C2)c1 (stereo unspecified)
(2) COc1ccc(CC(=O)NNC(=O)c2ccccn2)cc1
(3) c1ccc2oc(NC3=NCN(C4CCCCC4)CN3)nc2c1
(4) O=C(Nc1ccc(Oc2cccc(C(F)(F)F)c2)nc1)c1ccccc1
(5) CCOc1ccc(-n2nnnc2SCC(=O)Nc2cccc(O)c2)cc1
(6) Oc1ccc(-c2nnc(SCc3ccccc3)o2)cc1

compound no.,1,2,3,4,5,6
GSK3B inh,7,-1,-1,-24,0,.
KLF5 inh,-43,-10,-22,-8,-4,-118
HSF1 inhib,-4,2,18,-1,9,26
GSK3 alpha inh,-2,0,0,1,-7,19
aSyn 5UTR inh,-24,-6,-174,33,5,-138
AI-2 QS mod,16,16,0,13,13,.
HSP90 refold inh,2,0,1,-1,2,-4
HSF-1 act,-8,-4,27,1,9,?
PolyA inh,i,i,i,i,i,i
IEC-6 tox,-3,8,6,3,9,-3

(7) O=C(CCN1c2ccccc2Sc2ccccc21)Oc1ccccc1
(8) COc1ccc(-c2cc(C(F)F)n3ncc(C(=O)N4CCc5ccccc5C4)c3n2)cc1
(9) Cc1ccc(N(C)C(=O)c2cnn(-c3ccccc3)c2C)c(C)c1
(10) Cc1cc(=O)n2[nH]cc(C(=O)O)c2n1
(11) CCOC(=O)Cc1csc(NC(=O)CSc2nc(N)c3c(C)c(C)sc3n2)n1
(12) O=C(/C=C/c1ccccc1)NC(N1CCOCC1)C(Cl)(Cl)Cl (stereo unspecified)

compound no.,7,8,9,10,11,12
GSK3B inh,-1,-5,3,1,-1,1
KLF5 inh,-19,5,-16,-11,-35,-36
HSF1 inhib,-2,-2,-3,.,7,-4
GSK3 alpha inh,0,0,0,-3,-2,1
aSyn 5UTR inh,-11,-14,5,-10,25,-2
AI-2 QS mod,14,43,1,3,20,5
HSP90 refold inh,-1,0,3,3,6,2
HSF-1 act,-1,12,-12,.,8,16
PolyA inh,i,i,i,i,i,i
IEC-6 tox,-2,3,-2,-2,6,7

(13) Cc1cc(NC(=O)c2ccccc2F)n(C(C)(C)C)n1
(14) O=C1c2ccc(Oc3cccc([N+](=O)[O-])c3)cc2C(=O)N1c1ccccn1
(15) Cc1cc2ccccn2c1C(=O)c1ccc([N+](=O)[O-])o1
(16) O=C(CN1C(=O)COc2ccccc21)NCCN1CCC(Cc2ccccc2)CC1
(17) CCOC(=O)C1CCN(C(=O)CCN2C(=O)C3C4C=CC(C4)C3C2=O)CC1 (stereo unspecified)
(18) Cc1cc2oc(C(=O)NCCc3ccc(S(N)(=O)=O)cc3)cc(=O)c2cc1C

compound no.,13,14,15,16,17,18
GSK3B inh,5,0,7,.,2,-4
KLF5 inh,-11,-6,-10,-12,-10,-16
HSF1 inhib,-5,-1,9,-9,6,-2
GSK3 alpha inh,-2,.,-1,1,-3,-1
aSyn 5UTR inh,-11,14,-147,19,17,13
AI-2 QS mod,51,26,4,.,14,6
HSP90 refold inh,5,1,5,-5,-2,-1
HSF-1 act,-2,19,19,-13,12,14
PolyA inh,i,.,i,i,i,i
IEC-6 tox,3,-3,2,4,0,0

(19) COc1cc(C(=S)N(C)C)ccc1O
(20) O=C(CC1CCCCC1)N1CCCC(c2nc(-c3ccc(S(=O)(=O)N4CCCC4)cc3)no2)C1 (stereo unspecified)
(21) CNC(=O)CSc1nc2nn(-c3ccccc3)c(=O)c-2c2n1CCCCC2
(22) O=C(OCCN1C(=O)c2ccccc2C1=O)c1cc(S(=O)(=O)N2CCOCC2)ccc1F
(23) COc1ccc(/C=C2\SC(=O)N(CC(=O)Nc3ccccc3O)C2=O)cc1OC
(24) Cn1c(SCC#N)nc2ccccc2c1=O

compound no.,19,20,21,22,23,24
GSK3B inh,.,2,1,-1,-1,3
KLF5 inh,-25,-5,22,-25,-6,-24
HSF1 inhib,.,10,15,-12,14,3
GSK3 alpha inh,-2,-3,4,-1,-2,-2
aSyn 5UTR inh,.,33,-4,3,20,8
AI-2 QS mod,.,20,41,18,10,33
HSP90 refold inh,-1,4,-2,-1,2,-4
HSF-1 act,.,2,20,-18,34,10
PolyA inh,.,i,i,i,i,i
IEC-6 tox,-2,2,-7,5,1,-6

(25) Cc1ccc(C(C)C)c(OCC(O)CN2CCN(CCO)CC2)c1 (stereo unspecified)
(26) Cc1ccc(C2=NS(=O)(=O)N(C)C(C(=O)NC3CCCCC3)=C2)cc1
(27) CN1C(=O)c2c(sc3c2CCCC3)NC1c1ccccc1O (stereo unspecified)
(28) FC(F)(F)c1cccc(NC(=S)NCc2ccccn2)c1
(29) CC(C)CCNC(=O)c1cc(-c2cccs2)nc2ccccc12
(30) COc1ccccc1CCNC(=O)c1cc(-c2ccccn2)nc2ccc(Br)cc12

compound no.,25,26,27,28,29,30
GSK3B inh,2,0,1,-3,-20,-1
KLF5 inh,-8,-33,-44,-18,-13,-3
HSF1 inhib,-3,-1,7,22,11,1
GSK3 alpha inh,0,0,4,1,0,-1
aSyn 5UTR inh,-8,-10,-38,4,-8,-3
AI-2 QS mod,2,25,20,6,19,12
HSP90 refold inh,-1,-2,2,0,2,8
HSF-1 act,1,17,0,57*,16,-13
PolyA inh,i,i,i,i,i,i
IEC-6 tox,-1,-6,-2,6,-1,9

(31) COc1ccccc1NC(=O)N1CCCC1C(=O)Nc1ccc(NC(C)=O)cc1 (stereo unspecified)
(32) Cc1cnn(-c2cc(N/N=C/c3ccccc3)ncn2)c1
(33) O=C(CSc1ncnc2ccccc12)Nc1ccc(N2CCOCC2)cc1
(34) O=S(=O)(c1ccc(NC(=S)NCc2ccc(F)cc2)cc1)N1CCOCC1
(35) C#CCOCCOCCOCCNc1nc(N2CCOCC2)nc(N2CCN(C(=O)[C@H]([C@@H](C)CC)n3cc(CCCN=C(N)N)nn3)CC2)n1
(36) O=C(O)c1ccccc1C(=O)N1CCN(c2ncccn2)CC1

compound no.,31,32,33,34,35,36
GSK3B inh,0,-1,-2,0,1,0
KLF5 inh,2,-25,-4,-16,-2,-15
HSF1 inhib,-7,12,-6,3,-3,-7
GSK3 alpha inh,-1,-3,.,0,3,3
aSyn 5UTR inh,10,-46,-5,-12,7,13
AI-2 QS mod,19,19,18,-11,16,4
HSP90 refold inh,-4,-1,2,-5,-2,-2
HSF-1 act,0,5,-12,-3,10,1
PolyA inh,i,i,i,i,i,i
IEC-6 tox,-2,2,0,0,4,0

(37) CC(C)CCNC(=O)NC(=O)CSc1nnc(COc2ccccc2Cl)o1
(38) COc1nc(N(C)C)nc(-n2nnc(C(C)=O)c2C)n1
(39) O=C(COc1ccccc1)Nc1cc(Cl)ccc1Cl
(40) CN1CCN(C(=O)c2cc3nc(-c4ccc(F)cc4)cc(C(F)(F)F)n3n2)CC1
(41) Cc1ccc(-n2nc(C)c3c(C)c(CCC(=O)NCc4ccco4)c(C)nc32)cc1
(42) COC(=O)c1ccc2c(=O)n(CC3CCCO3)c(SCC(=O)Nc3ccccc3OC)nc2c1 (stereo unspecified)

compound no.,37,38,39,40,41,42
GSK3B inh,-4,1,1,1,0,-2
KLF5 inh,-4,-1,-9,-5,.,-17
HSF1 inhib,-3,-3,8,1,-1,28
GSK3 alpha inh,-1,-1,6,-1,-2,-2
aSyn 5UTR inh,-2,5,-91,32,-36,-38
AI-2 QS mod,30,9,35,21,14,2
HSP90 refold inh,-2,-2,-5,-1,.,4
HSF-1 act,7,-10,11,-15,12,55*
PolyA inh,i,i,i,i,i,i
IEC-6 tox,-6,2,5,0,.,0

(43) CC(C)C(NC(=O)c1ccc(Cl)cc1)C(=O)NC1=NCCS1 (stereo unspecified)
(44) CC(=O)Nc1ncnc2c1c(-c1ccc(Cl)cc1)nn2C(C)(C)C
(45) CCC(C)[C@H]1COCCS(=O)(=O)N1Cc1ccccc1F (stereo partly specified)
(46) O=S(=O)(NCCC1=CCCCC1)c1ccc(OC(F)(F)F)cc1
(47) CCNC(=O)/C(C#N)=C/c1c(N2CCCCCC2)nc2c(C)cccn2c1=O
(48) COc1cc(/C=C2\SC(=S)N(CC(=O)Nc3ccc(O)cc3)C2=O)cc(OC)c1OC
(49) Cc1onc(C(=O)NCc2ccccn2)c1[N+](=O)[O-]
(50) COc1cc(/C=C2/C(=N)N3N=C(CC(=O)N4CCOCC4)SC3=NC2=O)ccc1OCc1ccc(F)cc1

compound no.,43,44,45,46,47,48,49,50
GSK3B inh,4,-2,-3,3,-6,-1,2,2
KLF5 inh,-28,7,-25,.,-18,2,5,-45
HSF1 inhib,4,-15,-6,7,2,-1,1,13
GSK3 alpha inh,3,4,0,-5,-2,.,-4,-5
aSyn 5UTR inh,24,?,6,3,20,15,-13,-102
AI-2 QS mod,10,2,12,0,18,30,10,3
HSP90 refold inh,1,5,-1,.,4,-2,-1,-3
HSF-1 act,6,-19,-5,-3,-16,-4,8,25
PolyA inh,i,i,i,i,i,i,i,i
IEC-6 tox,4,5,-12,.,-8,2,-1,-1

Single records, from the list above.
Shown for Cc1onc(C(=O)NCc2ccccn2)c1[N+](=O)[O-] → GSK3B inh: 2; KLF5 inh: 5; HSF1 inhib: 1; GSK3 alpha inh: -4; aSyn 5UTR inh: -13; AI-2 QS mod: 10; HSP90 refold inh: -1; HSF-1 act: 8; PolyA inh: i; IEC-6 tox: -1
Shown for COc1cc(/C=C2/C(=N)N3N=C(CC(=O)N4CCOCC4)SC3=NC2=O)ccc1OCc1ccc(F)cc1 → GSK3B inh: 2; KLF5 inh: -45; HSF1 inhib: 13; GSK3 alpha inh: -5; aSyn 5UTR inh: -102; AI-2 QS mod: 3; HSP90 refold inh: -3; HSF-1 act: 25; PolyA inh: i; IEC-6 tox: -1
Shown for CC(C)C(NC(=O)c1ccc(Cl)cc1)C(=O)NC1=NCCS1 (stereo unspecified) → GSK3B inh: 4; KLF5 inh: -28; HSF1 inhib: 4; GSK3 alpha inh: 3; aSyn 5UTR inh: 24; AI-2 QS mod: 10; HSP90 refold inh: 1; HSF-1 act: 6; PolyA inh: i; IEC-6 tox: 4

Screening results as filed in PubChem BioAssay.

An excerpt, so the mix of outcomes need not match the whole.
